POLI inh – qHTS for Inhibitors of Polymerase Iota. AID 588590, 2011. DNA polymerase iota (Homo sapiens), Q9UNA4. 390,000 compounds, 1% hits. Potency, µM (titrated, usually from 115 µM), without a hit: at the highest dose activity, negative = inhibition, actives largely listed as inhibitors. Pol iota fluorescent replication assay, 10 min
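Pol iota at 10 nM preincubated 15 min with compounds at room temperature; reaction started with fluorescent substrate, 50 nM final. Fluorescence read kinetically at 0 and 10 min; buffer-only wells as negative control.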
Apoferritin bind – qHTS Assay for Identification of Novel General Anesthetics; 350,000 compounds, 0.074% hits; apoferritin/1-aminoanthracene competitive binding, fluorescence; AID 485281, 2010; Potency, µM (series often up to 77.5 µM), without a hit: at the highest dose activity change, negative = displacement, most hits filed as inhibitors; also: % is scaled to controls: 0 for no effect and ±100 for the full control effect; nearly all actives have a fitted effect of over 20% in size
Target sequence (P02791 2-175 limits assumed): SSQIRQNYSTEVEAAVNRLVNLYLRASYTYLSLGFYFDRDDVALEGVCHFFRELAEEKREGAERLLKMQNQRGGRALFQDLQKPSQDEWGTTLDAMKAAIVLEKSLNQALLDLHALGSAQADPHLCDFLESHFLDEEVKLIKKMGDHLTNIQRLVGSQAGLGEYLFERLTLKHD
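Probe: 1-aminoanthracene (50% saturated, PBS). Protein: horse-spleen apoferritin, 10 uM. Incubation: 10 min, room temperature. Detection: 380 nm excitation, 535 nm emission. Analysis: normalized response, four-parameter Hill.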
BLM inh – qHTS Assay for Inhibitors of Bloom's syndrome helicase (BLM); RecQ-like DNA helicase BLM (Homo sapiens), P54132; recombinant BLM DNA unwinding, fluorescence dequenching; Potency, µM (titrated, usually from 56.1 µM), without a hit: at the top dose activity change, negative = inhibition, most hits filed as inhibitors; 350,000 compounds, 0.2% hits;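 also: plate controls were vehicle for no effect and no enzyme for full effect; nearly all actives have a fitted effect of over 35% in size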
POLH inh – qHTS for Inhibitors of Polymerase Eta. AID 588591, 2011. recombinant Pol eta, fluorescent DNA replication assay. 390,000 compounds, 1.2% hits. Potency, µM (doses to about 114 µM), inactives show at the top dose activity change, negative = inhibition, actives largely listed as inhibitors; also: % is scaled to controls: 0 for no effect and ±100 for the full control effect
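Pol eta at 10 nM preincubated with compounds 15 min at room temperature; reaction started with fluorescent substrate (50 nM final) and read kinetically at 0 and 10 min.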
BAZ2B inh – qHTS Assay for Inhibitors of BAZ2B | Potency, µM (series often up to 114 µM), for the others: top-dose activity change, negative = inhibition, hits mostly inhibitors | AlphaScreen BAZ2B-H3K14Ac peptide displacement | Bromodomain adjacent to zinc finger domain protein 2B (Homo sapiens), Q9UIF8 | 360,000 compounds, 4.4% hits | AID 504333, 2011; also: % is scaled to controls: 0 for no effect and ±100 for the full control effect; nearly all actives have a fitted effect of over 60% in size
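BAZ2B 50 nM plus b-H3(5-23)K14Ac 50 nM, PBS pH 7.4/0.01% Tween-20, 30 min RT; compound added (max 110 uM), 30 min RT; streptavidin donor/Ni-chelate acceptor beads 10 ug/mL final, 20 min dark; AlphaScreen read.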
APE1 inh – qHTS Assay for Inhibitors of the Human Apurinic/apyrimidinic Endonuclease 1 (APE1). DNA repair nuclease/redox regulator APEX1 (Homo sapiens), P27695. recombinant APE1, TAMRA/BHQ-2 abasic DNA cleavage fluorescence. Potency, µM (top dose mostly 65.8 µM), without a hit: at the top dose activity change, negative = inhibition, usual class: inhibitors. 350,000 compounds, 0.35% hits. AID 2517, 2012;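 also: plate controls were vehicle for no effect and reference inhibitor for full effect; nearly all actives have a fitted effect of over 55% in size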
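Step 1: APE1 (0.75 nM) with compound, 15 min RT. Step 2: add 50 nM fluorophore/quencher THF duplex. Step 3: three fluorescence reads 60 s apart (525/598 nm); read 3 minus read 1 = reaction progress.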
Pol kappa inh – qHTS for Inhibitors of Polymerase Kappa | DNA polymerase kappa (Homo sapiens), Q9UBT6 | purified Pol kappa, fluorescent DNA synthesis assay, 10 min | Potency, µM (series often up to 107 µM), for the others: top-dose activity, negative = inhibition, actives largely listed as inhibitors | 400,000 compounds, 0.53% hits | AID 588579, 2011; also: % is scaled to controls: 0 for no effect and ±100 for the full control effect
Target sequence (Q9UBT6 whole entry, looked up): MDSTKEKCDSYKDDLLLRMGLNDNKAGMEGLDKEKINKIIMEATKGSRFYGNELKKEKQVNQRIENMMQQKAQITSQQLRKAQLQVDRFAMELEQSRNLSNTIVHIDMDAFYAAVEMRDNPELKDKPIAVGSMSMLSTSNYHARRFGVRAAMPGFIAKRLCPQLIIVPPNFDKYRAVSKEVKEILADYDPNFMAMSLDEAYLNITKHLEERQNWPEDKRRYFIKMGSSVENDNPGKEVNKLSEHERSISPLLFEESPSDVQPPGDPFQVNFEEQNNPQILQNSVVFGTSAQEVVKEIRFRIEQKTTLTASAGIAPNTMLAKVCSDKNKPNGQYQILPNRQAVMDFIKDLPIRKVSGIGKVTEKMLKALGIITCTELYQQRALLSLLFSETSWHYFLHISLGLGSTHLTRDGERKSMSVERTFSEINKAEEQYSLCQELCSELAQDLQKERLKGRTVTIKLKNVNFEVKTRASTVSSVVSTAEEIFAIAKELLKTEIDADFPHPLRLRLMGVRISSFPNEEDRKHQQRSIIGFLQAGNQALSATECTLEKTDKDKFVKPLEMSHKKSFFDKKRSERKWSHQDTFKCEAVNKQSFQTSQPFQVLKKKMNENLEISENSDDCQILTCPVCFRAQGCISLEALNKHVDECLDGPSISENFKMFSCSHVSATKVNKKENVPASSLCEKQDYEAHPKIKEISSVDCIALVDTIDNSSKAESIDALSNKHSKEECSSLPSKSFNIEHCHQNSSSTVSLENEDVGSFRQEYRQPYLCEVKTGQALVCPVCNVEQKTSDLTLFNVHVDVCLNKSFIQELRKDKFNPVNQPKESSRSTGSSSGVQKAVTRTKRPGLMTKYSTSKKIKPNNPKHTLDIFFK
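Inhibition of 10 nM Pol kappa is measured by a fluorescent read-out at 0 and 10 min following addition of 50 nM substrate (final), with a 15-min room-temperature compound preincubation.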
Pol beta inh – qHTS Assay for Inhibitors of DNA Polymerase Beta | P06746 | Pol beta primer extension/strand displacement, fluorescence kinetic | Potency, µM (highest dose often 114 µM), for inactives: at the top dose activity change, negative = inhibition, most hits filed as inhibitors | 340,000 compounds, 1.3% hits | AID 485314, 2010; also: % is scaled to controls: 0 for no effect and ±100 for the full control effect
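Reaction started by 50 nM substrate onto compound-treated Pol beta (10 nM, 15 min preincubation, room temperature); plates read at 0 min and 10 min. Normalized concentration-effect data fitted by four-parameter Hill equation.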
G9a block – qHTS Assay for Inhibitors of Histone Lysine Methyltransferase G9a; AID 504332, 2011; G9a H3K9 monomethylation, AlphaScreen, 2 h; Potency, µM (doses to about 102 µM), for the others: at the top dose activity, negative = inhibition, usual class: inhibitors; Histone-lysine N-methyltransferase EHMT2 (Homo sapiens), Q96KQ7; 350,000 compounds, 8.8% hits; also: % is scaled to controls: 0 for no effect and ±100 for the full control effect; nearly all actives have a fitted effect of over 75% in size
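Readings reflect AlphaScreen signal from monomethyl-H3K9 antibody detection. HMT at 20 nM; substrate b-H3K9 500 nM; cofactor SAM 20 uM; 2 h RT reaction; compounds tested as titrations in qHTS with 15 min preincubation.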
The depositor's hits bear a star; ? = inconclusive; · = no result given; & = joins results of further samples; [ ] = dose if it differs, or a comment. Calls follow the shape of the dose curve; as a rule, active = well fitted curve in the direction sought with a large enough effect; inconclusive = small, poorly fitted or top-dose-only effect, or another doubt; inactive = no such curve, though single readings can be large; an effect the other way counts as inactive or inconclusive. Potency is read from the fitted curve at half-maximal effect. A portion of the library (hit frequency here may not be typical).

Compound	POLI inh	Apoferritin bind	BLM inh	POLH inh	BAZ2B inh	APE1 inh	Pol kappa inh	Pol beta inh	G9a block
O=C(N/N=C/c1ccc([N+](=O)[O-])cc1)c1cnccn1	140.0%[activator]	7.1%	1.5%	-17.7%	-13.4%	16.2%	2.2%	15.9%	·
CSc1ccc(/C=C/C(=O)NC23CC4CC(CC(C4)C2)C3)cc1	140.3%[activator]	?	-5.6%	-16.6%	-27.1%	-2.2%	-19.3%	12.1%	5.2%[59 µM]
CC(C)CC(=O)NC(=S)Nc1sc2c(c1C(N)=O)CCC2	27.9%	-7.2%	-9.1%	-13.8%	-16.5%	-6.6%	3.0%	3.0%	-41.1%
CCn1cnc2sc(C(=O)N3CCN(Cc4ccc5c(c4)OCO5)CC3)c(C)c2c1=O	·	-13.8%	-0.7%	·	-7.5%	4.3%	·	14.7%	?
Cc1cc(Br)ccc1NC(=O)CNC(=O)CSc1n[nH]c(N)n1	-5.8%	-5.5%	-1.9%	-4.8%	-1.5%	-1.5%	-0.9%	0.9%	-1.7%[12.7 µM]
Fc1ccc(CN(Cc2ccccc2)C(c2cccs2)c2nnnn2C2CCCCC2)cc1 (stereo unspecified)	1.4%	-2.1%	-3.3%	-14.9%	4.0%	-1.5%	-7.4%	5.3%	11.0%[12.7 µM]
O=C1N(C2CCCC2)C[C@@H]2C[C@@H](c3cccn3-c3nccs3)N3CCC[C@@]123	-14.9%	-14.0%	-0.7%	-8.0%	-0.3%	5.0%	-6.7%	-17.7%	50.1µM*
O=c1[nH]c(=S)[nH]nc1Cc1ccc(Cl)c(Cl)c1	?	2.3%	-1.0%	-3.9%	16.2%	59.5%[activator]	-24.9%	7.3%	50.1µM*
Cn1c(=O)c(-c2ccccc2)c(O)c2ccccc21	0.6%	-0.7%	2.8%&4.0%	-0.7%	-5.3%	-11.4%&-1.9%	0.4%	6.2%	10.9%
Fc1ccc(C2CC(c3ccco3)=Nc3ccccc3S2)cc1 (stereo unspecified)	?	?	-10.9%	-14.8%	?	5.2%	-24.6%	-14.4%	?
Cc1cccc(NS(=O)(=O)c2nnc(NC(=O)c3ccc(Cl)cc3)s2)c1	?	-10.0%	-1.0%	-9.9%	-1.6%	12.5%	-26.4%	12.8%	?
O=S1(=O)CC(O)C(N=Nc2c(O)n(Cc3ccccc3)c3ccccc23)C1 (stereo unspecified)	-15.6%	-9.7%	-1.0%	15.2%	?	0.2%	10.0%	-3.0%	39.8µM*
CCc1ccc(OC)c(S(=O)(=O)Nc2ccc(Cc3ccncc3)cc2)c1	-16.9%	0.8%	-5.7%	-12.2%	-14.2%	40.8%[activator]	-5.9%	-20.3%	-2.1%
CCOc1ccc(NC(=O)C2CCCN(S(=O)(=O)c3ccc(Br)s3)C2)cc1 (stereo unspecified)	9.4%	3.3%	-0.6%	-17.9%	-11.2%	·	4.6%	22.9%	4.2%[59 µM]
Cc1nc(N2CCN(C(c3ccccc3)c3ccccc3)CC2)[nH]c(=O)c1C	4.7%	-8.5%	-0.3%	-4.3%	-2.9%	-4.5%	-1.2%	37.6%	-6.4%
CCOc1ccc2cc(-c3nnc(Nc4ccccc4F)s3)c(=O)oc2c1	0.9%	1.7%	-2.0%	7.3%	3.7%	·	-9.7%	-0.9%	20.5%[59 µM]
COC(=O)/C(=C/c1cccc([N+](=O)[O-])c1)NC(=O)c1ccc(OC)cc1	7.9%	-9.9%	-2.2%	-11.6%	-36.3%	0.3%	-8.1%	7.6%	-3.7%[59 µM]
CCOc1ccc(-c2c[n+](=O)c3c(n2[O-])CCCC3)c(OCC)c1	22.9%	-5.2%	0.9%	-14.4%	8.8%	-0.3%	-2.8%	-0.2%	·
Cc1ccc(CNC(=O)c2ccc(CSCc3ccccc3Cl)o2)cc1	0.3%	-10.9%	-9.5%	6.0%	5.5%	·	-1.3%[60.1 µM]	-18.3%	0.0%[59 µM]
CC(=O)Nc1ccc(-n2c(C)ccc2-c2ccccc2)cc1	10.6%	-8.0%	-6.8%	8.3%	?	8.8%	-18.0%	3.9%	?
Cc1cnc(C(=O)OC(C)C(=O)Nc2ccc(Oc3ccccc3)cc2)cn1 (stereo unspecified)	1.4%	·	·	-16.1%	7.1%	20.2%	3.4%	·	-6.1%[12.7 µM]
c1ccc2c3n(nc2c1)CCCCO3	2.5%	·	·	-14.6%	4.0%	-6.2%	-8.5%	·	16.2%[0.501 µM]
CCCCC12CN3CCN(CC(C3)/C1=N\NC(=O)c1ccccc1N)C2	118.3%[activator]	4.6%	-1.3%	-7.3%	-1.3%	0.2%	-15.0%	3.0%	15.9%[59 µM]
CC1CN(CC(O)COc2ccc(C(C)C)cc2)CC(C)O1 (stereo unspecified)	-12.4%	6.5%	1.3%	-8.1%	12.9%	15.3%	-6.3%	4.1%	-10.6%[12.7 µM]
O=C(Nc1ccccc1)C1=C(O)CC(c2ccoc2)CC1=Nc1ccccc1 (stereo unspecified)	?	-3.6%	-3.0%	-12.4%	0.7%	-2.9%	-11.4%	?	?
CN(C(=O)CSc1nc2ccccc2c(=O)n1C)C1CCS(=O)(=O)C1 (stereo unspecified)	39.2%[activator]	·	·	-16.4%	·	22.8%	-15.8%	·	·
Cc1ccc(N(Cc2ccc(C(=O)NCCSc3ccccn3)cc2)S(C)(=O)=O)cc1C	9.5%	-7.9%	-2.8%	-12.7%	2.2%	4.7%	-16.0%	2.9%	-6.3%[59 µM]
C=CCNC(=O)c1ccccc1NC(=O)COc1ccc(OC)cc1	23.3%	-2.3%	-2.1%	-10.9%	6.9%	-2.9%	-11.3%	-4.6%	·
COc1ccc(Cl)cc1C1=CC(=O)C[C@H](c2ccc(F)cc2)C1	-2.9%	·	·	-19.2%	6.2%	-7.4%	9.6%	·	2.4%[0.501 µM]
CN(C)CC(C)(C)CNC(=O)C1CCN(CCCc2ccccc2)CC1	-1.4%	-5.1%	-0.1%	-8.8%	-9.5%	-4.0%	5.8%	33.5%[activator]	?
C#CCN(Cc1ccccc1)S(=O)(=O)C=C	-4.9%&0.4%	·	·	0.7%	10.8%	25.7%	6.4%&3.1%	·	-10.0%[2.33 µM]
O=C(NN1C(=O)c2ccccc2NC1c1ccco1)c1ccc(Br)cc1 (stereo unspecified)	45.8%[activator]	-4.7%	-1.3%	?	?	-1.9%	-25.9%	2.8%	1.1%[59 µM]
CCOCc1c(C(=O)OCC(=O)/C(C#N)=C(\C)N)oc2ccccc12	5.3%	-1.0%	-9.3%	3.6%	-4.1%	?	-10.1%	3.2%	21.6%
CN(C)C(=O)CCc1ccc2c3c([nH]c2c1)[C@]1(C)[C@@H](C(=O)N2CCCCC2)C[C@H](CC(=O)NCCC2=CCCCC2)C(=O)N1CC3	48.1%[activator]	·	·	-21.9%	·	8.7%	-10.6%	·	·
Cc1ccc(C(=O)C(C)Sc2nnc(N)s2)cc1 (stereo unspecified)	120.6%[activator]	?	-3.2%	-15.5%	-11.4%	0.6%	3.6%	1.1%	?
CC(=O)C1=C(C)N(Cc2ccccc2)C(=O)N[C@@H]1c1cccc(C(F)(F)F)c1	?	?	-7.5%	-15.8%	-19.0%	5.9%	-19.1%	-5.9%	50.1µM*
CCC(=O)N1CCC2(CC1)Oc1ccc(F)cc1C(=O)C21CC(c2ccc(Cl)cc2)=NO1 (stereo unspecified)	24.0%	-12.6%	-11.6%	-23.8%	-16.6%	-3.3%	10.2%	0.5%	-31.1%[59 µM]
COC(=O)c1ccc(-n2nnnc2SCC(=O)N2CCCCC2)cc1	10.1%	?	0.2%	-1.5%	-5.5%	-0.7%	0.1%	3.2%	-8.3%[59 µM]
CN1CCN(c2ccc(Cl)cc2NC(=O)c2ccc(S(=O)(=O)N(C)C)cc2)CC1	8.8%	-21.0%	-0.4%	0.5%	12.8%	3.1%	-17.3%	4.7%	-13.8%
OCCNCc1cc(Br)ccc1OCc1ccc(F)cc1	1.8%	-9.3%	-7.8%	6.0%	-14.6%	-3.6%	-18.8%	3.9%	-5.2%
Cc1ccc(NC(=O)c2c(F)cccc2Cl)cc1S(=O)(=O)N1CCOCC1	0.7%	·	·	-18.1%	9.3%	12.9%	3.2%	·	23.3%[12.7 µM]
Cc1ccc(NC(=O)c2ccc(Cl)c(S(=O)(=O)N3CCCCC3)c2)nc1	-14.9%	·	·	-9.2%	-18.6%	4.5%	-10.3%	·	8.3%[12.7 µM]
O=C(Cc1ccc(N2CCNC2=O)cc1)N1CCCC(Nc2ccc(F)c(F)c2)C1 (stereo unspecified)	9.8%	-11.0%	-1.4%	7.0%	-21.3%	28.1%	-0.8%	3.8%	-14.1%
CCC(C)C(NC(=O)C1CCC(C)CC1)C(=O)NCc1ccccn1 (stereo unspecified)	27.6%	-5.7%	-1.7%	8.0%	?	17.6%	-1.4%	20.4%	-9.8%

Reprinted at random: 2 compounds from above, in no set order.
Compound	POLI inh	Apoferritin bind	BLM inh	POLH inh	BAZ2B inh	APE1 inh	Pol kappa inh	Pol beta inh	G9a block
Cc1ccc(NC(=O)c2c(F)cccc2Cl)cc1S(=O)(=O)N1CCOCC1	0.7%	·	·	-18.1%	9.3%	12.9%	3.2%	·	23.3%[12.7 µM]
CC(=O)C1=C(C)N(Cc2ccccc2)C(=O)N[C@@H]1c1cccc(C(F)(F)F)c1	?	?	-7.5%	-15.8%	-19.0%	5.9%	-19.1%	-5.9%	50.1µM*
